# Screens (PubChem)
# NALP1 inh: blocks the NALP1 inflammasome reconstituted in yeast | S. cerevisiae NALP1/ASC/caspase-1 growth, X-gal OD620, 72 h | inhibition, % at 10 µM | 0.61% of 280,000 active | AID 2071; in the data active = inhibition mostly above about 24%, no sharp cut-off; inactive = mostly below about 32%; also: some compounds called inactive have numbers as strong as hits
# IDE inh: inhibitors of human insulin-degrading enzyme in cells | P14735 | HEK cells, FAbetaB cleavage, fluorescence polarization | inhibition, % at 5.59 µM | 0.41% of 320,000 active;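 active = percent inhibition above the average of all tested compounds plus 3 SD, set per screening campaign, cut at about 16% in these data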;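 also: IDE supplied by intact live HEK cells; FP after avidin binding of uncleaved biotin substrate so inhibition keeps polarization high; 0% = DMSO wells and 100% = 60 µM reference IDE inhibitor Ii1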
# PHOSPHO1 block: inhibitors of human PHOSPHO1 phosphatase. Q8TCT1. recombinant PHOSPHO1, absorbance phosphatase assay. inhibition, % at 13.3 µM. 1.1% of 290,000 active; in the data active = inhibition above about 60%
# Target sequence (Q8TCT1 whole entry, looked up): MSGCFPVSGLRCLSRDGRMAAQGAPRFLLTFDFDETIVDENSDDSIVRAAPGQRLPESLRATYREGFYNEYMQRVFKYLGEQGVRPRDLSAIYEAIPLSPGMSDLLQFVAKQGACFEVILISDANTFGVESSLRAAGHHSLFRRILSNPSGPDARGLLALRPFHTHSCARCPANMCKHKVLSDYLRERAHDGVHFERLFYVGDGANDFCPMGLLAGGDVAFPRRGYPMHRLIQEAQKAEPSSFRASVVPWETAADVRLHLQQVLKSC
# pCIP destab: p/CIP protein destabilization; F442A p/CIP-EGFP cells, EGFP fluorescence, 16 h; decrease of EGFP signal, % at 10 µM; 0.01% of 290,000 active; AID 1984;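 active = EGFP signal decrease of at least 30% at 10 µM or well 3 SD below plate mean, unless failing retest; inactive = the rest, including hits failing retest or dose response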; also: some compounds called inactive have numbers as strong as hits; many of its hits are not listed in these tables
# VIM-2 inhibitor: inhibitors of Pseudomonas aeruginosa VIM-2 metallo-beta-lactamase; purified VIM-2, nitrocefin hydrolysis, epi-absorbance fluorescence; inhibition, % at 5.6 µM; 0.89% of 290,000 active; AID 1527;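 active = inhibition above the mean of all tested compounds plus 3 SD, cutoff set per screening run, cut at about 7.5% in these data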;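 also: red hydrolysis product quenches plate fluorescence so inhibitors raise well fluorescence; 0% = enzyme with DMSO and 100% = DMSO without enzyme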
# M18AAP inhibitor: blocks P. falciparum M18 aspartyl aminopeptidase; recombinant PfM18AAP, H-Glu-NHMec fluorogenic cleavage; inhibition, % at 7.35 µM; 1.2% of 290,000 active;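 active = inhibition above the campaign mean inhibition over all tested compounds plus 3 SD, cut at about 28% in these data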;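 also: 0% = plate median of test compound wells and 100% = 2 mM ZnCl2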
# IMP-1 inhibitor: inhibitors of Pseudomonas aeruginosa IMP-1 metallo-beta-lactamase; purified IMP-1, nitrocefin hydrolysis, epi-absorbance fluorescence; inhibition, % at 5.6 µM; 0.45% of 290,000 active;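 active = inhibition above the mean plus 3 SD of all compounds in the same screening run, cut at about 4.5% in these data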;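 also: 0% = IMP-1 with DMSO and 100% = DMSO wells lacking enzyme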
#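 System: purified IMP-1; amount: IMP-1 0.2 nM before substrate addition; compound: single dose, 5.6 µM; times: 25 °C, 15 min preincubation, 25 min reaction; signal: Epi-absorbance via hydrolysed-nitrocefin quenching of white-plate fluorescence, 480/530 nm, EDTA stop; benchmarks: DMSO with and without IMP-1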
# GPR7 antag: blocks human GPR7 receptor signaling; P48145; 1.1% of 290,000 active; GPR7-expressing cells, fluorescence antagonist assay; inhibition, % at 4.4 µM; in the data active = inhibition above about 16%, passing the limit was not always enough;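 also: cells stimulated with the agonist NPW; 0% = agonist with vehicle and 100% = vehicle without agonist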
# Target sequence (P48145 whole entry, looked up): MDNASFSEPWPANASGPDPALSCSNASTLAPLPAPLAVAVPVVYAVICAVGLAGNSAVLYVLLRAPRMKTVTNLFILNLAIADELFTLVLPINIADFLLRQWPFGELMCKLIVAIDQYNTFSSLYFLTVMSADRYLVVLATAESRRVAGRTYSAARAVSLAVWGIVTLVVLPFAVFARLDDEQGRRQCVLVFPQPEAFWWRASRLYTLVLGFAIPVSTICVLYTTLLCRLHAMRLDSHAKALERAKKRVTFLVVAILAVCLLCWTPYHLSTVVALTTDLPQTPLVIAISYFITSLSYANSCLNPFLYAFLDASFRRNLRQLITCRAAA
# IDE cell activ: activators of human insulin-degrading enzyme in cells | HEK cells, FAbeta-B cleavage, fluorescence polarization; 0% vehicle, 100% cell-free pure enzyme wells | activation, % at 5.96 µM | 0.073% of 340,000 active;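 active = activation above the mean of all tested compounds plus 3 SD, set per screening campaign, cut at about 17% in these data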
# Numbers without * were called inactive; nt = not tested or not shown.
NALP1 inh,IDE inh,PHOSPHO1 block,pCIP destab,VIM-2 inhibitor,M18AAP inhibitor,IMP-1 inhibitor,GPR7 antag,IDE cell activ,SMILES
34,2,12,-5,1.9,8,0.5,-3,8,Cc1ccnc(NS(=O)(=O)c2ccc(NS(=O)(=O)Cc3ccccc3)cc2)n1
6,7,0,-11,-2.7,-8,-3.5,-12,-5,Cc1ccc(-c2nnc(Nc3ccccc3)c3ccccc23)cc1S(=O)(=O)NCC1CCCO1 (stereo not drawn)
5,4,16,-13,-1.3,4,-4.3,-2,1,COc1ccc(NC(=O)CSc2nc(N)c(-c3ccccc3)c(=O)[nH]2)cc1
6,-3,16,4,-3.5,0,-7.0,-2,-2,CC(N)C12CC3CC(C1)CC(C(C)N)(C3)C2 (stereo not drawn)
7,-3,6,-4,-5.9,-2,-2.2,-7,0,CC1CCCCN1C(=O)COc1ccccc1F (stereo not drawn)
18,4,5,2,0.2,4,-1.0,9,-6,Cc1c(Cl)cccc1-n1c(SCC(=O)N2CCC(C(=O)O)CC2)nc2ccccc2c1=O
16,4,43,5,-1.2,1,-3.0,-1,-3,CCOC(=O)N1CCC(NC(=O)c2ccc3c(c2)N=C(C)c2ccccc2S3)CC1
16,-2,32,2,-2.0,5,-3.0,-13,2,C=CCSc1nc2c(c(=O)[nH]1)C(c1ccccc1)C(C#N)=C(N)O2 (stereo not drawn)
18,12,-17,-14,-3.9,3,-3.5,25,-1,CC1=NN(c2ccccc2)C(=O)/C1=C\C=C1\N(C)c2ccccc2C1(C)C
-6,6,22,-1,-0.2,3,-2.9,-5,-11,CCOC(=O)CC1C(=O)NCCN1C(=O)COc1ccc(C(C)(C)C)cc1 (stereo not drawn)
12,1,41,6,0.4,-9,-0.5,1,0,CCc1ccccc1NC(=S)NC1CC2CCC(C1)N2Cc1ccc(F)cc1 (stereo not drawn)
11,8,15,6,-1.5,-4,-3.6,-6,4,O=C(C1CCC(=O)N(C2CC2)C1)N1CCN(c2ccccc2Cl)CC1 (stereo not drawn)
22,10,-7,-1,-0.9,22,-3.8,-16,0,Cc1cc2oc(=O)cc(CN3CCN(S(=O)(=O)/C=C/c4ccccc4)CC3)c2cc1C
25,-2,-11,-8,-0.3,-6,-1.2,-6,0,COc1cccc(CNC(=O)C2CCN(S(=O)(=O)c3cccc4cccnc34)CC2)c1
-15,-4,2,-4,-4.8,0,-1.4,-4,0,CS(=O)(=O)c1ccc2nc(NC(=O)c3cc4ccccc4o3)sc2c1
22,3,-18,-4,-1.9,-3,-2.7,-4,-2,Cc1cc(NC(=O)CSc2nc3c(c(=O)n(C)c(=O)n3C)n2C(C)C)no1
7,1,32,-7,-1.7,11,-2.2,-4,6,COc1ccc(NC2CCCN(C(=O)C3=NN(C)C(=O)CC3)C2)cc1OC (stereo not drawn)
6,2,6,-10,1.0,-2,0.1,3,0,O=S(=O)(NCC1CC1)c1cccc(S(=O)(=O)N2CCCC2)c1
10,-1,22,-18,-2.9,-11,-3.5,-6,4,O=[N+]([O-])c1ccccc1S(=O)(=O)N(CC(O)CN1CCCCC1)c1ccccc1 (stereo not drawn)
15,0,20,3,0.8,-1,-1.7,-13,6,CCc1nc2nc(C)c(NS(=O)(=O)c3ccc(F)cc3)c(=O)n2[nH]1
16,-6,32,-4,0.5,-20,1.3,6,-1,COc1cccc(NC(=O)c2ccc3c(c2)C(=O)N(CC2CCCO2)C3=O)c1 (stereo not drawn)
5,-2,29,0,-6.1,8,0.3,-19,6,CCN(CC)S(=O)(=O)c1cccc(N=Nc2sc(N)nc2C)c1
15,-5,26,-16,-2.1,-3,0.6,-5,-3,CC(NC(=O)Nc1cccc([N+](=O)[O-])c1)c1ccc2c(c1)OCO2 (stereo not drawn)
-8,3,50,-4,-3.0,9,-2.6,4,5,CSc1ccc(S(=O)(=O)NCc2ccccc2C)cc1
nt,3,nt,nt,-3.0,-12,-1.5,-7,1,CC1CCN(Cc2nc(-c3ccccc3)no2)CC1
5,-5,21,-12,-0.8,51*,-3.0,4,0,COc1cc(/C=C/c2cc(C(=O)O)c3ccccc3n2)cc(OC)c1O
4,3,-10,-1,0.9,2,-0.3,10,0,CCOC(=O)c1ccccc1NC(=O)Cn1cnc2c(cnn2C(C)(C)C)c1=O
nt,0,22,-18,-0.1,8,-0.9,-4,0,CC(Oc1ccccc1)C(=O)Nc1cccc(NC(=O)c2ccco2)c1 (stereo not drawn)
-2,-3,36,-8,0.7,-6,-2.0,-11,1,Cc1ccccc1N(C)C(=O)C1CCCN(c2ncnc3c2nc2n3CCCCC2)C1 (stereo not drawn)
-2,-3,nt,8,-1.1,-2,-4.1,7,0,C/C(CC(=O)Nc1ccc(N(C)C)cc1)=N\NC(=O)c1ccc(F)cc1
28,0,10,-5,-1.6,-5,-3.2,-8,2,CC(C)Oc1ccc(C(=O)Nc2nnc(SCC(=O)N3CCOCC3)s2)cc1
-3,0,54,4,0.6,8,-3.7,-4,1,COc1ccc(CNC(=O)[C@@H]2CCCN2C(=O)[C@@H]2Cc3ccccc3CN2C(=O)OC(C)(C)C)cc1
22,2,52,-8,-0.6,-1,-0.6,-14,-1,CC1(C)Cc2c(cnn2-c2ccc(F)cc2)C(NC(=O)CCN2CCCCO2)C1 (stereo not drawn)
12,-3,49,-2,-2.5,12,-4.0,-4,4,Cc1ccc(CNC(=O)CCC(=O)N2CC(C)Sc3ccccc32)cc1 (stereo not drawn)
3,1,39,-4,-2.8,6,-3.0,6,1,C=CCn1c(COc2ccccc2)nnc1SCc1ccc(C#N)cc1
-4,7,-10,-3,1.2,3,-0.7,-3,-2,Cc1ccc(C)c(CN2CCNC2=O)c1
30,-4,0,-19,0.8,-4,-1.7,-1,7,C1=Nc2ccccc2CN1c1ccccc1
8,-5,23,-12,-1.5,-13,-1.9,-4,2,CCOCCCn1c(SCc2ccccc2)nnc1-c1ccncc1
29,4,-14,-18,-3.0,-3,-2.2,-3,-2,Cc1nn(-c2ccc(F)cc2)c(Cl)c1/C=N/NC(=O)c1cccs1
8,-2,32,-2,0.7,-7,-2.3,-6,4,O=C1C(Cc2ccc(O)cc2)NC(=S)N1C1CCCCC1 (stereo not drawn)
12,-2,6,-5,-2.9,3,-2.5,-11,-2,COc1ccc(CCN2C(=O)CC(NNC(=O)c3ccccc3Br)C2=O)cc1OC (stereo not drawn)
8,2,19,-5,-1.9,6,-3.5,-7,-4,CN(C)S(=O)(=O)N1CCN(S(=O)(=O)c2ccc3ccccc3c2)CC1
-2,2,84*,-5,-2.6,7,-3.0,1,1,Cn1ccnc1SCC(=O)Nc1ccc(Oc2ccccc2)cc1
-1,0,-9,-2,-1.6,6,-2.0,-8,8,Cc1nc2scc(-c3ccccc3)c2c(=O)n1N
44,-1,-21,-2,1.5,4,5.8*,-3,1,C=C1c2cc(OC)ccc2NC(=O)N1CC
-6,7,14,-3,0.2,1,-2.2,-12,1,Fc1ccc(OCCCCCN2CCCC2)cc1
9,3,0,9,-3.1,2,-1.4,-12,4,Cc1cccc(N(CC(=O)NCc2ccccc2)C(=O)CCC(=O)Nc2nccs2)c1
17,4,14,-16,-0.3,1,-2.4,-8,1,CCOc1ccc2[nH]c(C)c(CN(C)C)c(=O)c2c1
23,4,-3,-10,-6.1,4,-3.0,-12,-1,CN(C)/C=C(\C(=O)c1ccc(F)cc1F)c1nnnn1-c1ccccc1
0,-5,3,0,1.2,-4,-1.5,-9,4,NC(=O)C1(N2CCCCC2)CCN(C(=O)CSc2nc3ccccc3[nH]2)CC1
2,4,6,-6,-4.5,-27,-3.4,-6,3,Cc1ccc(N2C(=O)C3ON(c4ccccc4)C(c4ccncc4)C3C2=O)c(C)c1 (stereo not drawn)
5,4,41,-7,-2.4,5,-2.3,-2,3,O=C(NC(O)C(=O)c1ccccc1)c1ccc(F)cc1 (stereo not drawn)
6,-1,46,4,-2.2,0,-1.7,6,1,Cc1cc(NS(=O)(=O)c2c(C)c(C)cc(C)c2C)no1
21,6,15,4,-0.5,-1,-4.1,-6,-9,CN1C(=O)C2(c3ccccc31)C1CCCC=C1C(C#N)=C(N)C2(C#N)C#N (stereo not drawn)
3,1,9,-4,-2.0,0,-1.2,11,-1,O=C(CC1C(=O)NCCN1C(=O)c1ccc([N+](=O)[O-])cc1)Nc1cccc(Cl)c1 (stereo not drawn)
-17,-3,-14,5,-2.4,-3,-4.7,-2,-2,O=C(NCC1CCCO1)c1ccc(CS(=O)(=O)c2ccc(Br)cc2)o1 (stereo not drawn)
3,2,35,1,-1.5,-5,-1.3,4,1,CCC(=O)NC(=S)Nc1cccc(NC(=O)CC)c1
18,-2,-14,-9,0.5,15,0.4,-1,-1,Cc1ccc(N(CN2C(=O)C3CC=CCC3C2=O)C(=O)c2ccco2)cc1Cl (stereo not drawn)
-10,-5,15,5,-3.0,2,-4.5,-3,5,CCn1c(SCCC(=O)Nc2ccccc2)nnc1-c1ccc(OC)cc1
7,-9,2,-66,16*,3,17*,5,nt,COc1ccc(/C=C2\CCCc3c2nc2ccccc2c3C(=O)O)cc1OC

# Some of these compounds in order of the pCIP destab value, descending:
NALP1 inh,IDE inh,PHOSPHO1 block,pCIP destab,VIM-2 inhibitor,M18AAP inhibitor,IMP-1 inhibitor,GPR7 antag,IDE cell activ,SMILES
-17,-3,-14,5,-2.4,-3,-4.7,-2,-2,O=C(NCC1CCCO1)c1ccc(CS(=O)(=O)c2ccc(Br)cc2)o1 (stereo not drawn)
21,6,15,4,-0.5,-1,-4.1,-6,-9,CN1C(=O)C2(c3ccccc31)C1CCCC=C1C(C#N)=C(N)C2(C#N)C#N (stereo not drawn)
2,4,6,-6,-4.5,-27,-3.4,-6,3,Cc1ccc(N2C(=O)C3ON(c4ccccc4)C(c4ccncc4)C3C2=O)c(C)c1 (stereo not drawn)
5,4,41,-7,-2.4,5,-2.3,-2,3,O=C(NC(O)C(=O)c1ccccc1)c1ccc(F)cc1 (stereo not drawn)
7,-9,2,-66,16*,3,17*,5,nt,COc1ccc(/C=C2\CCCc3c2nc2ccccc2c3C(=O)O)cc1OC

# The results go on.
NALP1 inh,IDE inh,PHOSPHO1 block,pCIP destab,VIM-2 inhibitor,M18AAP inhibitor,IMP-1 inhibitor,GPR7 antag,IDE cell activ,SMILES
17,0,31,-6,nt,nt,nt,nt,-1,COc1cc(OC)c2c(-c3ccccc3)cc(=O)oc2c1C(CCN1CCN(c2ccccc2)CC1)c1ccc(N(C)C)cc1 (stereo not drawn)
-8,1,-27,-12,0.9,5,0.9,-4,3,CC(=O)N1CCc2cc(S(=O)(=O)NCCC(=O)Nc3cccc(C)c3C)ccc21
-11,-2,46,-12,-4.3,4,-1.7,-8,1,CCOC(=O)NC(=O)c1cn(Nc2ncc(C(F)(F)F)cc2Cl)c(=O)[nH]c1=O
-4,1,6,9,-1.3,0,-1.9,-4,1,CCC(=O)Nc1nnc(S(=O)(=O)N(CC(C)C)c2ccccc2)s1
4,-3,24,-41,-0.4,-11,1.7,-1,1,O=C(c1ccco1)N1CCN(C(=O)C23CC4CC(CC(C4)C2)C3)CC1
8,-3,45,-12,-2.3,4,-3.9,-5,9,COC(=O)c1ccc(Sc2ccc(F)cc2)c(N)c1
-10,-7,-4,2,-4.3,-4,-3.7,-8,1,O=C(OCCCCN1C(=O)c2ccccc2C1=O)c1ccc(S(=O)(=O)N2CCCC2)cc1
18,-2,4,-13,1.9,6,-3.5,-6,5,CCOc1ccc(S(=O)(=O)N2CCC(C(=O)N3CCN(c4ccccc4)CC3)CC2)cc1

# The order is random, and some 5.3% of all compounds hit somewhere here.
